E-sel TNF inh: E-selectin induction blockers in HUVEC – imaging, immunofluorescence, high content, primary screen; inhibition, % at 2 µM; 120,000 tested, 0.71% active; HUVEC TNFa-induced E-selectin immunofluorescence;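 active = inhibition above the batch mean plus 3 SD, and confirmed as a hit on visual image review, cut at about 43% in these data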;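 also: 0% = TNF-stimulated DMSO wells and 100% = unstimulated control wells; not every result past the cut was called active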
Starred values were filed as active, the others as inactive.

SMILES | E-sel TNF inh
OCCNCCCOc1cc(Cl)ccc1Cl | 8
O=C(Cn1c(=O)n(-c2ccccc2)c(=O)c2sccc21)NCc1ccccc1 | -11
COC(=O)c1ccccc1NS(=O)(=O)c1ccc(NC(C)=O)cc1 | 15
O=C(O)CNC(=O)c1ccccc1Br | -14
O=C(O/N=C1\CCCc2ccccc21)c1cccs1 | -20
COC(=O)c1c(NC(C)=O)sc(C(=O)Nc2ccccc2F)c1C | -7
Cc1ccc(C(=O)Oc2cccc(-n3cnnn3)c2)cc1 | -26
O=C(O)c1cccc(NC(=S)N/N=C/c2cccnc2)c1 | -8
O=C(Nc1cccnc1)c1ccc([N+](=O)[O-])cc1Cl | 3
Cc1ccc(CNC(=O)c2cc(COc3c(F)cccc3F)on2)s1 | -24
COC(=O)[C@@H]1CCCN1C(=O)CCc1nnc(CCc2c[nH]c3ccccc23)o1 | -11
Cc1ccc(N2C(=O)N(CC(=O)Nc3cc(C)cc(C)c3)C(=O)C2C)cc1 (configuration not stated) | -22
N#CCCN(Cc1cccnc1)C(=S)NC(=O)C1CC1 | 19
COc1ccccc1N=Cc1c(C)[nH]n(-c2ccc(C)cc2C)c1=O | -9
CS(=O)(=O)N1CCN(C2C3CC4CC(C3)CC2C4)CC1 (configuration not stated) | 1
CCn1c(SCC(=O)Nc2nccs2)nnc1-c1ccco1 | -10
COc1cccc(CN2CCCC(C(=O)c3ccc4c(c3)OCO4)C2)c1OC (configuration not stated) | -34
O=C(CNS(=O)(=O)c1ccccc1)NCc1cccnc1 | -4
COc1ccc(NC(=O)c2ccccn2)cc1S(=O)(=O)N1CCOCC1 | -10
COc1ccc(CNC(=O)CCCCCNc2nc(=S)[nH]c3ccccc23)cc1 | 14
CCOC(=O)C(C(C)C)C(N)Cc1ccc(F)cc1 (configuration not stated) | 19
Cc1sc(NC(=O)c2ccco2)c(C(c2ccc(F)cc2)N2CCN(C)CC2)c1C (configuration not stated) | 2
O=C1N/C(=N/N=C/c2ccco2)SC1Cc1ccccc1 (configuration not stated) | -34
Cn1c(SCC(=O)C(C)(C)C)nnc1-c1ccc(F)cc1 | -49
CC(=O)Nc1ccccc1C(=O)N1CCN(Cc2ccccc2)CC1 | -1
CCn1c(C)nc2cc(S(=O)(=O)Nc3ccc(C)cc3)ccc21 | -36
Cc1ccc(NC(=O)Cc2cn(C)c3ccccc23)cc1F | -3
C=CCc1cc(/C=C2/NC(=O)NC2=O)cc(OCC)c1O | 7
COc1cccc(OC)c1OCCCCn1cnc2ccccc2c1=O | -44
CCOc1ccc(CN2CCN(S(=O)(=O)c3ccc(NC(C)=O)cc3)CC2)cc1 | 31
CCCNC(=O)C1CCN(S(=O)(=O)c2cccs2)CC1 | -20
CCOc1ccc(NC(=O)CC2Nc3ccccc3NC2=O)cc1 (configuration not stated) | -5
CCOCc1c(C(=O)NC2=Nc3ccccc3NC(CC)=C2C(=O)OCC)oc2ccccc12 | -26
CCOC(=O)N1CCC(=NNc2ncc(C(F)(F)F)cc2Cl)CC1 | -33
CN(C)c1nnnn1-c1ccc(Cl)cc1 | 22
CC(C)c1ccc2nc(N)sc2c1 | -24
Cc1cc(C)c(C#N)c(N2CCC(C(N)=O)CC2)n1 | 27
O=S1(=O)N=C(Nc2ccc(O)cc2)c2ccccc21 | -28
Cc1cccc(N(CC(=O)N2CCN(c3ccccc3F)CC2)S(C)(=O)=O)c1 | -3
C/C(=N\NC(=O)c1ccc(Cl)cc1)c1cccs1 | -21
Cc1cc(=O)[nH]c(-c2cccnc2)n1 | -6
Brc1cccc(/C=N/Nc2nc(N3CCCCC3)nc(N3CCCCC3)n2)c1 | 7
Cc1ccc(C2=NN(C(=O)C3CCCO3)C(c3ccco3)C2)cc1 (configuration not stated) | -25
Cc1cccc(Cn2nc(-n3cccc3)c3c(C)cc(C)nc32)c1 | -22
O=C(CCC1CCCCC1)Nc1ccc(C(=O)c2ccncc2)cc1 | -73
CCOC(=O)c1ccc(S(=O)(=O)N2CCN(C(=O)c3nn(C)c(=O)c4ccccc34)CC2)cc1 | 13
O=C1N/C(=C/c2cccs2)C(=O)N1Cc1ccc(Br)cc1 | 4
CCOc1cc(/C=C/C(=O)OCC(=O)NC2CCS(=O)(=O)C2)ccc1OCc1ccccc1 (configuration not stated) | -17
CCC(=O)Nc1ccc2c(c1)ncn2C | -20
O=C(CSc1nnc(-c2ccncc2)n1-c1ccccc1Cl)Nc1ccc(C(=O)O)cc1 | -7

(cont.)
SMILES | E-sel TNF inh
O=C1c2ccccc2C(=O)C1(CO)c1ccccc1 | -3
COc1cccc(CNC(=O)Cc2csc(Nc3nc(=S)[nH]c4ccccc34)n2)c1 | -7
CC1(C)CC(=O)C2=C(C1)NC(Nc1nc3ccccc3o1)=NC2c1ccccn1 (configuration not stated) | -4
O=C(O)c1ccc(Cl)c(S(=O)(=O)NC(Cc2ccccc2)C(=O)O)c1 (configuration not stated) | 36
CCc1cccc(NC(=O)Cn2cc(C=O)c3ccccc32)c1 | -9
COc1ccc(N(C(C)=O)c2nc(C)cc(C)c2C#N)c(OC)c1 | -21
Cc1noc(C)c1COC(=O)CNC(=O)c1cccc(F)c1 | -11
COCCSc1nnc(NC(=O)c2ccc([N+](=O)[O-])cc2)s1 | 7
COc1ccc(OC)c(-c2csc(N(Cc3ccco3)C(=O)c3ccco3)n2)c1 | 1
CSc1ccccc1C(=O)N1CCc2ccccc2C1 | 12
COc1ccc(NC(=S)NCCc2c(C)[nH]c3ccc(OC)cc23)cc1 | -23
COc1ccccc1CNC(=O)C1Cc2ccccc2C(=O)O1 (configuration not stated) | -4
CCOC(=O)c1nnsc1Nc1ccc(C)c(C)c1 | 0
COC(=O)CSc1nc2[nH]ncc2c(=O)[nH]1 | -29
CSc1ncccc1C(=O)Nc1ccc(F)c(F)c1F | 34
Cc1nc(SCC(=O)NCc2cccs2)nc(C)c1C | 22
CCN(CC)S(=O)(=O)c1ccc(C)c(NC(=O)COC(=O)[C@@H]2CCCN2C(=O)c2cccs2)c1 | 31
CCOc1ccccc1/C=N\Nc1cnn(Cc2ccccc2)c(=O)c1Cl | -21
COc1ccc(NC(=O)COC(=O)C2=COCCO2)cc1OC | -3
COc1ccc(C(=O)N/N=C/c2ccc(N3CCOCC3)o2)cc1OC | -34
COc1ccc(CCNC(=O)c2ccc(N(C)S(=O)(=O)c3ccc(C)cc3)cc2)cc1OC | -11
CCNC(=S)NNC(=O)c1ccc2ncccc2c1 | 9
COc1cc(C(=O)NCc2nnc(SCC(=O)N3CCCc4ccccc43)o2)cc(OC)c1OC | -15
O=C(Cc1ccc(Cl)cc1)Nc1cc(S(=O)(=O)N2CCOCC2)ccc1N1CCCC1 | -7
Cc1ccccc1NC(=O)C1CCN(S(=O)(=O)c2cccs2)CC1 | -17

Some of the entries so far, with values ahead of the structure.
E-sel TNF inh	SMILES
-7	COc1cccc(CNC(=O)Cc2csc(Nc3nc(=S)[nH]c4ccccc34)n2)c1
-4	CC1(C)CC(=O)C2=C(C1)NC(Nc1nc3ccccc3o1)=NC2c1ccccn1 (configuration not stated)
36	O=C(O)c1ccc(Cl)c(S(=O)(=O)NC(Cc2ccccc2)C(=O)O)c1 (configuration not stated)
-9	CCc1cccc(NC(=O)Cn2cc(C=O)c3ccccc32)c1
-21	COc1ccc(N(C(C)=O)c2nc(C)cc(C)c2C#N)c(OC)c1
-11	Cc1noc(C)c1COC(=O)CNC(=O)c1cccc(F)c1
7	COCCSc1nnc(NC(=O)c2ccc([N+](=O)[O-])cc2)s1

(next part)
SMILES | E-sel TNF inh
Cc1ccc(CN2CCN(Cc3cn(C)nc3C)CC2CCO)o1 (configuration not stated) | 0
COC(=O)CC/C(O)=C1\C(=O)CC(C)(C)CC1=NCCc1nc2ccccc2[nH]1 | 17
O=C(Oc1ccc(=O)n(-c2ccccc2)n1)c1ccc(F)cc1 | 8
NC(=O)c1ccc2nc(NC(=O)c3ccc(N)cc3)sc2c1 | -49
CS(=O)(=O)c1ccc(C(=O)Nc2ccc(N3CCCCC3)cc2)c(Cl)c1 | -1
CCN(C(=O)CSc1nnc(-c2cccs2)o1)C1CCS(=O)(=O)C1 (configuration not stated) | -21
Cc1noc(C)c1COc1ccc(C(=O)NCCc2ccccn2)cc1 | 12
COc1cccc(C(C(=O)NC(C)(C)C)N(CCC(C)C)C(=O)CCC(=O)Nc2cc(C)on2)c1OC (configuration not stated) | -11
CCOc1ccc(CN(C)CC(=O)Nc2ccc3c(c2)CCC3)cc1OC | -54
Cc1occc1-c1nnc(SCC(=O)NCCc2ccccc2)o1 | -11
CCN(CCn1cccn1)C(=O)c1cc(COc2ccc(F)cc2Cl)on1 | -52
CCCN(CC1CC1)C(=S)Nc1ccc(C(C)=O)cc1 | -45
C/C(=C\c1ccccc1)C(=O)NCc1ccco1 | 26
NS(=O)(=O)c1ccc(CNC(=O)C2(c3ccc(Cl)cc3)CC2)cc1 | 34
COc1ccc(CNn2c(-c3ccccc3F)nc3ccccc3c2=O)cc1OC | -28
COC(=O)C1=C(C)C(c2ccc(OC)cc2)NC(=O)N1 (configuration not stated) | 21
CC(OCC(O)CNCC1COc2ccccc2O1)c1ccc(Cl)cc1 (configuration not stated) | -24
Cc1cc(C)c(OCCCCN2CCC(C)CC2)c(Br)c1 | -9
CCC(C)(C)NC(=O)C(c1cccs1)N(C(=O)c1ccn[nH]1)c1ccccc1 (configuration not stated) | -28
COc1ccc(N2Cc3ccccc3C2=NC(=O)c2ccc(C)cc2)cc1OC | -12
O=C(Cc1ccccc1)NCc1ccncc1 | -5
CC1=Nc2ccccc2/C1=C/c1c(N)n2c(S(=O)(=O)CC(C)C)nsc2nc1=O | 96*
Cc1cccc(CS(=O)(=O)Cc2ccc(C(=O)NCc3cccs3)o2)c1 | 18
c1ccc2[nH]c(SCC3CCCCO3)nc2c1 (configuration not stated) | -56
CCOc1ccc(NS(=O)(=O)c2ccc(C)c(C(=O)NCCCn3ccnc3)c2)cc1 | 0
Cc1cccc2nc(COc3ccc(Cl)c4cccnc34)cn12 | 25
CCN=C1SC(CC(=O)Nc2ccc3c(c2)OCO3)C(=O)N1CC (configuration not stated) | -16
CCOC(=O)C1(CCCc2ccccc2)CCN(C2CCSCC2)CC1 | -7
CCn1c(C)nc2cc(C(=O)N/N=C/c3ccccc3)ccc21 | -39
CCC(=O)N(CCc1ccc(S(N)(=O)=O)cc1)C1CC(=O)N(c2ccc(OC)cc2)C1=O (configuration not stated) | 16
O/N=C\c1cccn1-c1nccs1 | -31
O=C(CC1C(=O)NCCN1Cc1c(F)cccc1Cl)NCc1ccccc1 (configuration not stated) | -3
O=C(CNCc1ccc(F)cc1)Nc1ccccc1[N+](=O)[O-] | -13
Cc1ccc(NC(=O)CCC2CC(C)(C)OC2=O)cc1 (configuration not stated) | -13
N#CCN1CCC(c2cc(-c3ccco3)n[nH]2)CC1 | -17
O=C(O)/C(=C\c1ccc(Cl)cc1)c1ccc(F)cc1 | -4
O=C(COC(=O)c1cncc(Br)c1)NC1CCCCC1 | 16
COc1ccccc1CNC(=O)/C=C/c1ccc(S(=O)(=O)N2CCOCC2)cc1 | 2
CS(=O)(=O)Nc1ccc(C2=NN(S(C)(=O)=O)C(c3ccc4nccnc4c3)C2)cc1 (configuration not stated) | 10
CC(C)c1csc(CN2CCC(N3CCC(C(=O)NCC4CCCO4)CC3)CC2)n1 (configuration not stated) | -4
CC(=O)Nc1ccc(OS(=O)(=O)c2ccc(C(C)(C)C)cc2)cc1 | -4
O=C(CSc1n[nH]c(-c2cccnc2)n1)OC1CCCCC1 | -5
Cn1cccc1C(=O)c1cccc([N+](=O)[O-])c1 | -43
C=CCn1c(-c2ccc(Cl)cc2)cnc1SC(C)C(=O)NC(N)=O (configuration not stated) | 14
CC(C(=O)NCC1CCCCC1)N1CCN(S(=O)(=O)c2ccccc2F)CC1 (configuration not stated) | -6
N=c1ccn(CC(=O)c2ccc(-c3ccccc3)cc2)cc1 | -8
CC(C)NC(=O)COC(=O)c1cncc(Br)c1 | -21
CCCCN(CCCNC(=O)Cn1ncc2ccsc2c1=O)Cc1ccccc1 | 3
CCN(CC)S(=O)(=O)c1ccc(OC)c(NC(=O)c2cccs2)c1 | -30
N#C/C(=C\c1ccncc1)c1nc2ccccc2c(=O)[nH]1 | 16

The results go on:
SMILES | E-sel TNF inh
Cn1c(-c2ccc3c(c2)OCO3)cc(=O)c2ccccc21 | 0
ClC1(Cl)CC1CSc1ncn[nH]1 (configuration not stated) | 26
Cc1ccc(C(=O)N/C(=C\c2ccccc2F)c2nc(=S)[nH][nH]2)cc1 | 38
COc1ccc(CNC(=O)CN2C(=O)NC3(CCCCCC3)C2=O)cc1OC | 7
C/C(=N\NC(=O)c1cccc(S(=O)(=O)N2CCCCC2)c1)c1ccc(C)o1 | -22
Cn1cc(CN(Cc2ccccc2)C[C@@H]2CCC(=O)N2)c(-c2ccccc2F)n1 | -28
CCCc1cc(NC(=O)CCl)n(-c2ccccc2)n1 | 14
O=C(O)c1ccc(/C=C/c2ccc3cccc(O)c3n2)cc1 | 13
CC(=O)c1ccc(N2CCN(C(=O)C3CCCN(S(=O)(=O)c4c(C)[nH]c(=O)[nH]c4=O)C3)CC2)cc1 (configuration not stated) | 11
Nc1ccc(NS(=O)(=O)c2ccccc2)cc1 | -6
C/C(=N\NC(=O)COc1c(C)cccc1C)c1cccs1 | -12
CCOC(=O)c1sc2nc(C)nc(SCC(=O)N(C)C3CCS(=O)(=O)C3)c2c1C (configuration not stated) | 4
COc1ccc2nc(Cl)c(C#N)cc2c1 | 0
Cc1cc(C)nc(NCCC(=O)O)n1 | 30

Shown with each value named: part of the list above
> Cc1cc(C)nc(NCCC(=O)O)n1
  E-sel TNF inh = 30
> COc1ccc(CNC(=O)CN2C(=O)NC3(CCCCCC3)C2=O)cc1OC
  E-sel TNF inh = 7

Compound activity (PubChem BioAssay)

A portion of the library; the hit share may differ from the screen's.
